D3 ag: activates the human D3 dopamine receptor | D3R DiscoveRx beta-arrestin cells, luminescence, 90 min | P35462 | AID 652048 | hit rate 0.58% among 410,000 | max activation, %; in the data active = max activation above about 30%; note: 0% is about no effect; mostly tested at two doses, the higher about 12 µM
Target sequence (P35462 whole entry, looked up): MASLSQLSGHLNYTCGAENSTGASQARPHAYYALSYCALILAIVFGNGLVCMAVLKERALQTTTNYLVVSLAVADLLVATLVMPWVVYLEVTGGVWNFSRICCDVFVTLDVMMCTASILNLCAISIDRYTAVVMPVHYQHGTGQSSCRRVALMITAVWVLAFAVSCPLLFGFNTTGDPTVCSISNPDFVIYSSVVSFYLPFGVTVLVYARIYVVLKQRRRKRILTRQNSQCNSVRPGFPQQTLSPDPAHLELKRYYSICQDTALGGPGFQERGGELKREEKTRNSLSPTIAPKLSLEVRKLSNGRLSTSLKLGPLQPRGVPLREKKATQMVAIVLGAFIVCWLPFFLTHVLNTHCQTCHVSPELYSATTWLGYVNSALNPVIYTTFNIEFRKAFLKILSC
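Cells at 1500/well, incubated overnight, then treated with pinned compounds (dopamine as control) for 90 min at 37 degrees C. DiscoveRx reagent added for 30 - 60 minutes at room temperature; luminescence read.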
GLP1R cytotox: cytotoxic in the GLP-1 receptor inverse agonist counter-screen. HEK293 cAMP-luciferase reporter cells, luminescence, 24 h. Potency, µM (top dose mostly 38.3 µM), without a hit: top-dose activity change, negative = inhibition, actives largely listed as inhibitors. hit rate 0.13% among 410,000. AID 624418;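 note: loss of luciferase light is scored as toxicity; potency is the fitted concentration of half-maximal effect; % is set by controls: 0 for no effect and ±100 for the full control effect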
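Cells in DMEM/10% Nu serum/1% pen-strep, 1536-well format. Pre-incubated 12 h, dosed with 23 nL compound, incubated a further 24 h. Luciferase detection, 12 min at room temp, luminescence.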
KB-V1 MDR tox: kills drug-selected multidrug resistant KB-V1 cells | KB-V1 MDR cells viability, CellTiter-Glo, 72 h | Potency, µM (series often up to 46.1 µM), for the others: at the top dose activity change, negative = cytotoxicity, hits mostly cytotoxic | hit rate 3.4% among 400,000 | AID 1347076; note: potency is the fitted concentration of half-maximal effect; % is set by controls: 0 for no effect and ±100 for the full control effect; nearly all actives have a fitted effect of over 60% in size
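Drug-selected KB-V1 cells, grown in DMEM lacking phenol red with 10% FBS, receive compound titrations; after three days at 37 degrees C, surviving cell ATP is quantified by CellTiter-Glo luminescence and responses normalized and curve-fitted.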
aSyn rescue: alpha-synuclein toxicity inhibition in yeast | Yeast expressing alpha-synuclein, growth rescue, BacTiter-Glo, 24 h | Potency, µM (series often up to 46.1 µM), for inactives: at the highest dose growth rescue (activation), actives largely listed as activators | hit rate 0.14% among 370,000 | AID 652106; note: potency is the fitted concentration of half-maximal effect; % of control where 0% means no effect; nearly all actives have a fitted effect of over 65% in size
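Screening used galactose-induced yeast with toxic alpha-synuclein levels, exposed to compound for 24 hr at 30 deg C. Cell growth, read with BacTiter-Glo luminescence, gave the measured signal.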
D3 antag: blocks the human D3 dopamine receptor; hit rate 2.5% among 360,000; max response, negative = inhibition, %; D3R cells, DiscoveRx beta-arrestin luminescence, antagonist mode; stronger effect = lower value; P35462; AID 652054; in the data active = max response below about -50%; inconclusive = no clear call, values can overlap the other calls; note: % is set by controls: 0 for no effect and ±100 for the full control effect; mostly tested at two doses, the higher about 12 µM
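Cells expressing the human receptor were seeded at 1500 cells/well, incubated overnight at 37 degrees C in 5% CO2, then exposed to library compounds with dopamine controls for 90 minutes at 37 degrees C before luminescent detection.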
GLP-1R inv ag: GLP-1 receptor (human) inverse agonism. P43220. HEK293 GLP-1R CRE-luciferase, luminescence, 24 h; GLP-1R form is constitutively active. Potency, µM (doses to about 38.3 µM), for the others: top-dose activity change, negative = inhibition, hits mostly inhibitors. hit rate 1.6% among 410,000; note: potency is the fitted concentration of half-maximal effect; % is set by controls: 0 for no effect and ±100 for the full control effect; nearly all actives have a fitted effect of over 55% in size
Target sequence (P43220 whole entry, looked up): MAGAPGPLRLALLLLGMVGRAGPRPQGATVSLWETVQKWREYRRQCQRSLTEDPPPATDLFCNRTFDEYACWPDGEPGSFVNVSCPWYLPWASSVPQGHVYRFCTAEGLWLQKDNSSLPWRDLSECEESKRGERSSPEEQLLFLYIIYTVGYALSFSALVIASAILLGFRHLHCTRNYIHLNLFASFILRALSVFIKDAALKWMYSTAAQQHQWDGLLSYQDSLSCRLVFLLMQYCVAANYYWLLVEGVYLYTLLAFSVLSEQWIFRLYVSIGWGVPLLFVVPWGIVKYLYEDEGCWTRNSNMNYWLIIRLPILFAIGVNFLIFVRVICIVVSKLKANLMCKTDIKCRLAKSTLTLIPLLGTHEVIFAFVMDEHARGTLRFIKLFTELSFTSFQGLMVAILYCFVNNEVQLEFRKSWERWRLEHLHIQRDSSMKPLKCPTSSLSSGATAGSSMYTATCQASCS
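GLP-1R inverse agonism mode: basal reporter luminescence in engineered HEK293 cells measured after one day of compound exposure at 37 deg C, with a 12 min room-temperature detection step.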
TDP-43 yeast inh: TDP-43 toxicity inhibition in yeast | TDP-43 expressing yeast growth rescue, BacTiter-Glo, 24 h | Potency, µM (titrated, usually from 46.1 µM), for the others: at the highest dose growth rescue (activation), hits mostly activators | hit rate 1.8% among 410,000; note: potency is the fitted concentration of half-maximal effect; % of control where 0% means no effect; nearly all actives have a fitted effect of over 50% in size
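Growth rescue of TDP-43-toxic yeast measured as ATP luminescence (BacTiter-Glo). Cells grown to mid-log in raffinose, induced in galactose at OD600=0.02, exposed to compound 24 hr at 30 deg C.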
PTHR1 agonist: agonists of human PTHR1 parathyroid hormone receptor | HEK293 GP2 PTHR1 cells, GloSensor cAMP luminescence, 1 h | AID 743266 | Q03431 | Potency, µM (top dose mostly 115 µM), for the others: top-dose activation, actives largely listed as activators | hit rate 0.075% among 410,000; note: potency is the fitted concentration of half-maximal effect; nearly all actives have a fitted effect of over 55% in size; some results filed as inactive show a strong effect at the top dose; inactives centre near -15; many of its hits are not listed in these tables
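HEK-293-derived GP2 cells expressing PTHR1 and a GloSensor cAMP reporter, 3,000/well, plated overnight, given luciferin plus IBMX (each 0.5 mM as added) for 1 h at 37 °C, then compound for 1 h at 37 °C. Luminescence was read after 15 min at room temperature.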
GLP1R ag: activates the human GLP-1 receptor. HEK293 GLP-1R CRE-luciferase, luminescence, 4-6 h; cells express a hypersensitive GLP-1R form. Potency, µM (top dose mostly 45.6 µM), without a hit: at the top dose activation, hits mostly activators. hit rate 0.007% among 380,000; note: potency is the fitted concentration of half-maximal effect; % of control where 0% means no effect
* marks the source's active call; other numbers are inactive results; i = inactive; u = inconclusive; x = not tested or not shown; & = joins results of further samples; [ ] = another dose, or the depositor's remark. Unless noted, calls come from the whole dose curve; as a rule, active = well fitted curve in the direction sought with a large enough effect; inconclusive = small, poorly fitted or top-dose-only effect, or another doubt; inactive = no such curve, though single readings can be large; an effect the other way counts as inactive or inconclusive. The list is partial; rates above refer to the full screens.

Values run as follows: PTHR1 agonist | D3 antag | TDP-43 yeast inh | aSyn rescue | D3 ag | GLP1R ag | KB-V1 MDR tox | GLP1R cytotox | GLP-1R inv ag
CN1CCN(c2ccc3nccnc3c2)CC1
→ i | 13 | 14% | -1% | 4 | 0% | 1% | 26% | 3%
CCC1(c2ccccc2)C(=O)NC(=O)NC1=O
→ i | -116* | 17% | -7% | -7&7 | -6%&0% | 4% | 1% | 12%
Nc1cccc2c1C(=O)N(C(=O)/C=C/c1ccc(F)cc1)C2=O
→ -95% | -15 | 26% | -7% | -7 | -21% | u | 231%[activator] | u
COC(=O)C1=C(c2ccc(F)cc2F)C[C@@H]2CC[C@H]1N2C(=O)NCc1ccco1
→ i | u | 14% | 2% | 41* | -5% | -8% | -8% | -3%
Fc1ccc(Cn2nnnc2C(c2ccc(Cl)cc2)N2CC=C(c3ccc(F)cc3)CC2)cc1 (configuration not stated)
→ -31%[inhibitor] | -15 | -16% | 16% | -4 | 2% | -10% | -3% | u
Cc1ccccc1-n1c(O)c(C=Nc2ccc(N(C)C)cc2)c(=O)[nH]c1=O
→ -7% | -6 | 2% | -9% | -2 | 6% | 2.3µM* | 5% | 0%
CCN(C(=O)CN1CC=C(c2ccccc2)CC1)c1c(N)n(Cc2ccccc2)c(=O)[nH]c1=O
→ 2% | -9 | -18% | -9% | -5 | 3% | 0% | 6% | 6%
CCCn1nnnc1NC(=O)c1ccc2ccccc2c1
→ -2% | -16 | 0% | u | 2 | -10% | u | u | u
CN(C)C(=O)Oc1cccc2c(OC(=O)N(C)C)cccc12
→ -1%[57.5 µM] | 69 | 3% | 6% | -10 | -7% | 0% | -1% | -2%
CCC(=O)N1CCN(CCN=Cc2c(O)n(C)c(=O)n(C)c2=O)CC1
→ 25%[57.5 µM] | 6 | -1% | -12% | -13 | -2% | -4% | 5% | 4%

In another format: entries from further up
structure	PTHR1 agonist	D3 antag	TDP-43 yeast inh	aSyn rescue	D3 ag	GLP1R ag	KB-V1 MDR tox	GLP1R cytotox	GLP-1R inv ag
COC(=O)C1=C(c2ccc(F)cc2F)C[C@@H]2CC[C@H]1N2C(=O)NCc1ccco1	i	u	14%	2%	41*	-5%	-8%	-8%	-3%
Fc1ccc(Cn2nnnc2C(c2ccc(Cl)cc2)N2CC=C(c3ccc(F)cc3)CC2)cc1 (configuration not stated)	-31%[inhibitor]	-15	-16%	16%	-4	2%	-10%	-3%	u
Cc1ccccc1-n1c(O)c(C=Nc2ccc(N(C)C)cc2)c(=O)[nH]c1=O	-7%	-6	2%	-9%	-2	6%	2.3µM*	5%	0%
CCN(C(=O)CN1CC=C(c2ccccc2)CC1)c1c(N)n(Cc2ccccc2)c(=O)[nH]c1=O	2%	-9	-18%	-9%	-5	3%	0%	6%	6%
CCCn1nnnc1NC(=O)c1ccc2ccccc2c1	-2%	-16	0%	u	2	-10%	u	u	u
CN(C)C(=O)Oc1cccc2c(OC(=O)N(C)C)cccc12	-1%[57.5 µM]	69	3%	6%	-10	-7%	0%	-1%	-2%
CCC(=O)N1CCN(CCN=Cc2c(O)n(C)c(=O)n(C)c2=O)CC1	25%[57.5 µM]	6	-1%	-12%	-13	-2%	-4%	5%	4%

Additional structures.
Values run as follows: PTHR1 agonist | D3 antag | TDP-43 yeast inh | aSyn rescue | D3 ag | GLP1R ag | KB-V1 MDR tox | GLP1R cytotox | GLP-1R inv ag
CCC1=Nc2cc(C(=O)N3CCC4(CC3)OCCO4)ccc2Sc2ccccc21
→ -9% | 9 | 24% | 10% | 0 | -3% | 21% | -1% | -18%
C[C@]12CCC3C(CC[C@H]4C[C@H](O)[C@H](O)C[C@]34C)C1CC[C@@H]2O (some centres not stated)
→ 0% | 10 | -15% | 3% | 5 | 4% | u | -20% | 18%
CC(C)CC12CN3CCN(CC(C3)C1O)C2 (configuration not stated)
→ -4% | 10 | 8% | 4% | 2 | 0% | 0% | 3% | -12%
O=C(N/N=C/c1c(O)n(Cc2ccco2)c(=O)[nH]c1=O)c1ccccc1O
→ -5% | -14 | 1% | -2% | 4 | -2% | 7% | 0% | 2%
COc1ccccc1NC(=O)CSc1n[nH]c(-c2ccccn2)n1
→ i | 7 | 11% | 10% | 2 | 1% | u | u | 13%
Cc1nc2ccccc2c(=O)n1-n1cnnc1
→ -30%[57.5 µM] | 7 | -10% | 1% | 1 | -10% | 14% | 7% | -6%
CC(C)N1C(=O)/C(=C/C=C/c2ccco2)C(=O)N(Cc2ccco2)C1=O
→ -27% | -9 | 12% | 20% | -2 | -34%[inhibitor] | u | u | -6%
CCCCNC(=O)c1c(N)n(Cc2ccc3c(c2)OCO3)c2nc3ccccc3nc12
→ u | -3 | 0% | u | 16 | 0% | -5% | 30%[activator] | 0%
COC(=O)C1=C(c2cc3ccccc3s2)C[C@@H]2CC[C@H]1N2C(=O)NCc1ccc(F)cc1
→ -35%[inhibitor] | -56* | 10µM* | u | -36 | -5% | 3% | -17% | u
CCCCn1c(=O)c(C(=O)Nc2ccccc2)c(O)c2ccccc21
→ i | 2 | 2% | -4% | -7 | 0% | 13µM* | 2% | -3%

(further entries)
Values run as follows: PTHR1 agonist | D3 antag | TDP-43 yeast inh | aSyn rescue | D3 ag | GLP1R ag | KB-V1 MDR tox | GLP1R cytotox | GLP-1R inv ag
NC(=S)NN=C(c1ccc(Br)cc1)C1CC1
→ -22% | -24 | 0% | 0% | -4 | -9% | 8% | 2.5µM* | 4µM*
Cn1c(O)c(C=NC2CC3CCC2(C)C3(C)C)c(=O)[nH]c1=O (configuration not stated)
→ -9% | 4 | 0% | -8% | 1 | -4% | 19% | -2% | 13%
S=C(Nc1ccc(Cl)cc1)N1CCOCC1
→ 15% | 1 | 6% | -1% | 2 | 5% | u | 72%[activator] | -2%
O=C1CN=C(c2cccs2)c2c(sc3c2CCCC3)N1
→ i | -20 | -22% | -9% | -16 | 12% | u | -18% | 0%
COc1ccc2sc(N(Cc3cccnc3)C(=O)c3ccco3)nc2c1
→ -27% | x | u | x | 1 | x | -28% | -15% | u
CNC(=O)O/N=C(\N)Cc1csc2ccccc12
→ -3% | -2 | u | -4% | -2 | 26% | -11% | -17% | 6%
CCOP(=O)(OCC)/C(C#N)=C/c1ccc(Br)cc1
→ -20% | -7 | u | u | -3 | 1% | 7% | -2% | u
O=S(=O)(O)C(=Cc1ccccc1)c1ccccc1 (tested in a mixture with another compound)
→ -22% | -6 | 24% | 0% | 1 | -3% | 7% | -7% | 17%
CN1CC[C@@]2(C)c3cc(O)ccc3N(C)[C@@H]12
→ u | u | -1%&8% | -3%&-6% | 1&-29 | u | 20%&1% | -22%&-25% | 3%&9%
CN1C2CCC1CC(OC(=O)c1ccc(Cl)cc1)(C(=O)O)C2 (configuration not stated)
→ i | 15 | -13% | -7% | -2 | 0% | 2% | -2% | 13%

Carrying on.
Values run as follows: PTHR1 agonist | D3 antag | TDP-43 yeast inh | aSyn rescue | D3 ag | GLP1R ag | KB-V1 MDR tox | GLP1R cytotox | GLP-1R inv ag
CCc1nccc2c1[nH]c1ccccc12
→ i | 3 | 10% | -3% | -3 | -1% | 11% | 1% | -22%
C[C@H]1CN([C@@H](C)CO)C(=O)c2cc(NC(=O)Nc3cccc4ccccc34)ccc2O[C@@H]1CN(C)Cc1ccc(-c2ccccc2)cc1
→ u | -5 | 0% | -46%[inhibitor] | -2 | -2% | u | -6% | u
CC(C)(C)NC(=O)N1c2ccccc2Sc2ccccc21
→ -18% | 10 | 17% | -1% | -1 | 15% | -13% | -15% | u
CN1C(=O)C(=Cc2coc3ccccc3c2=O)C(=O)N(C)C1=O
→ -9% | -17 | u | -10% | -10 | -1% | 1% | 1% | u
Cn1cc(C(=O)c2ccccc2)c2ccccc21
→ -7% | -9 | 24% | -3% | -11 | 0% | -1% | 10% | u
S=c1[nH]nc(-c2ccccc2)n1CC1CCCO1 (configuration not stated)
→ u | -26 | -40%[inhibitor] | -2% | -2 | 0% | -12% | -1% | 0%
O=C(Oc1ccccc1)c1cccc(COC(=O)c2cnccn2)c1
→ u | 11 | 13% | -11% | 1 | 17% | 3% | 8% | 0%
CN1CC=C(c2c[nH]c3ccccc23)CC1
→ -23% | -85* | 14% | -1% | -16 | -4% | 4% | 3% | 9%
Cc1cccc(CC(c2cccc(C)c2)N(C)C)c1 (configuration not stated)
→ i | 5 | -13% | -6% | 2 | 13% | -7% | -11% | 15%
CCN(CC)CCN=Cc1c(O)n(Cc2ccccc2)c(=O)[nH]c1=O
→ 9% | -21&14 | -2%&-15% | 0%&1% | 21&29 | 17%&4% | 7%&-29% | 3%&1% | 1%&3%

Other entries.
Values run as follows: PTHR1 agonist | D3 antag | TDP-43 yeast inh | aSyn rescue | D3 ag | GLP1R ag | KB-V1 MDR tox | GLP1R cytotox | GLP-1R inv ag
Cc1nc(N2CCN(Cc3ccc4c(c3)OCO4)CC2)c2oc3ccccc3c2n1
→ -30% | u | -24% | -2% | -19 | 20% | u | u | u
COC(=O)C1=C(c2cccc(C#N)c2)C[C@@H]2CC[C@H]1N2C(=O)N1CCOCC1
→ -16% | -10 | -16% | 0% | 7 | -4% | 16% | 2% | 19%
COc1ccc(C(=O)OC2C[C@H]3CC[C@H](C2)N3C)cc1OC (some centres not stated)
→ -18% | -5 | 4% | -6% | -19 | 1% | -19% | 0% | u
Cc1ccc(NC(=O)Cn2cc(C(=O)c3ccccc3)c3ccccc32)cc1
→ i | x | 16% | x | 0 | x | x | -3% | 6%
O=[N+]([O-])c1ccc(NCCCN2CCOCC2)nc1
→ i | 9 | 12% | 6% | -2 | 2% | 0% | -6% | 15%
